# ELG1 DNA repair – blocks ELG1-dependent DNA repair in HEK293T cells | HEK293T ELG1-luciferase reporter, luminescence, 16 h; DNA damage induced by 5-fluorouridine | Potency, µM (titrated, usually from 46.1 µM), for inactives: top-dose activity change, negative = inhibition, hits mostly inhibitors | 330,000 compounds, 2.3% hits; note: potency is the fitted concentration of half-maximal effect; % is set by controls: 0 for no effect and ±100 for the full control effect; nearly all actives have a fitted effect of over 55% in size
#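 Overnight (16 hr) co-exposure of 2,000 cells/well to 5-fluorouridine and compound at 37 °C preceded detection. Luciferase was quantified via ONE-Glo luminescence; loss of signal denotes inhibition.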
# Eya2 inh – inhibitors of human Eya2 phosphatase activity | O00167 | recombinant Eya2, OMFP fluorescence dephosphorylation (OMFP is methylfluorescein phosphate) | Potency, µM (series often up to 76.9 µM), without a hit: at the top dose activity, negative = inhibition, actives largely listed as inhibitors | 330,000 compounds, 0.006% hits | AID 488837; note: potency is the fitted concentration of half-maximal effect; % is set by controls: 0 for no effect and ±100 for the full control effect
#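 Eya2 protein (added as 0.2 uM solution) was preincubated with compound for 10 min at ambient temperature in 50 mM HEPES pH 7.5, 50 mM NaCl, 5 uM MgCl2, 0.05% BSA, 1 mM DTT. OMFP (added at 50 uM) then reacted 10 min; fluorescence read at 485/525 nm.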
# Mito fusion yeast – inhibitors of mitochondrial division or activators of mitochondrial fusion | S. cerevisiae fusion-defective mutant growth rescue, CellTiterGlo 48 h | Potency, µM (highest dose often 46.1 µM), for inactives: at the top dose growth rescue (activation), actives largely listed as activators | 320,000 compounds, 0.23% hits | AID 485298;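 note: potency is the fitted concentration of half-maximal effect; % of control where 0% means no effect; nearly all actives have a fitted effect of over 45% in size; temperature-sensitive fusion mutants such as fzo1-1 at 37 °C on non-fermentable ethanol glycerol medium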
#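 Yeast fusion mutant, YPEG (non-fermentable carbon), compound, 48 h at 37C non-permissive; CellTiterGlo added, 10 min RT, luminescence read. Rescued growth = division inhibition.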
# KCNH2 WT inh – KCNH2 (human, wildtype) channel inhibition; Q12809; U2OS, BacMam KCNH2, thallium flux FluxOr; active compounds read low; activity change, % at 1.84 µM; 340,000 compounds, 0.37% hits; AID 720551;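 active = maximum activity change below -70%; inconclusive = maximum activity change between -70% and -50%; inactive = maximum activity change above -50%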; note: % is set by controls: 0 for no effect and ±100 for the full control effect
#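 U2OS cells were transduced with wild-type KCNH2 virus (2.03 x 10^8 / mL) for 4 h at room temperature, then cultured overnight at 37 C. Thallium flux was read with FluxOr dye. Rate constants were normalized to DMSO controls.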
# TCR activator – activates T cell receptor signaling; 330,000 tested, under 10 active; primary human leukocytes, anti-CD3, IL-2 HTRF, 48 h; Potency, µM (series often up to 9.22 µM), for the others: at the top dose activation of IL-2 secretion, most hits filed as activators; note: % of control where 0% means no effect
#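 IL-2 release read by HTRF sandwich (Eu cryptate donor, d2 acceptor, 665 nm emission) after 48 hr exposure of primary human leukocytes to compound together with anti-CD3 beads in the absence of co-stimulatory signals.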
# KCNH2 3.1 block – KCNH2 3.1 (human) potassium channel inhibition; U2OS KCNH2 3.1, thallium flux FluxOr; active compounds read low; activity change, % (tested at about 1.8 µM); 340,000 compounds, 0.95% hits; AID 720553;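 active = maximum activity change below -70%; inconclusive = maximum activity change from -70% to -50%; inactive = maximum activity change above -50%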;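 note: thallium influx rate constant from kinetic fluorescence after stimulation buffer; % is set by controls: 0 for no effect and ±100 for the full control effect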
#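 Normalized rate constant (relative to positive and negative DMSO controls) derived from a 2 min kinetic fluorescence read after stimulation; U2OS cells expressing the 3.1 isoform via virus at 1.77 x 10^8 /mL.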
# TRPV1 agonist – activates the human vanilloid receptor TRPV1; TRPV1-expressing cells, Fluo-8 calcium influx, agonist mode; activation, % at 8.33 µM; 320,000 compounds, 0.19% hits; in the data active = activation above about 80%; inconclusive = between about 30% and that limit; note: 0% is about no effect
#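 TRPV1-expressing cells were cultured overnight at 35.5C and loaded with Fluo-8 calcium dye for 40 to 90 min at room temperature. After a 10 s baseline, compound was added and calcium influx was read kinetically for 3 min (ex 480/em 520 nm).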
# TSHR antagonist – blocks TSH signaling through the human TSH receptor; P16473; TSHR-expressing cells, TSH-stimulated cAMP HTRF, 2 h; active compounds read low; activity change, negative = inhibition, % at 11.5 µM; 330,000 compounds, 0.2% hits;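 active = activity change below a set negative limit, meaning inhibition stronger than a set level, cut at about -70% in these data; inconclusive = activity change between two set negative limits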; note: % is set by controls: 0 for no effect and ±100 for the full control effect
#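 Cell-based HTRF cAMP assay; TSHR cells + compound, TSH EC80 (4nM final), 2 h, 37 deg C. Lysis with anti-cAMP cryptate and cAMP-d2, 30 min RT, read 665/620 nm.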
# A-T KAP1 phos – potential ataxia-telangiectasia treatment; […] A-T fibroblasts, KAP-1 phosphorylation AlphaLISA; neocarzinostatin DNA damage 30 min before lysis; Potency, µM (series often up to 57.5 µM), for inactives: at the top dose activation, usual class: activators; 320,000 compounds, 0.19% hits; AID 485349; note: potency is the fitted concentration of half-maximal effect; % of control where 0% means no effect; nearly all actives have a fitted effect of over 45% in size
#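 hTERT-immortalized A-T patient fibroblasts ([…]), 500 cells/well in OPTI-MEM, 1% FBS, got compounds for 60 min, then NCS for 30 min at 37C. Lysates were then assayed for phospho-KAP-1 by AlphaLISA (anti-pKAP1 donor, anti-KAP1 acceptor beads), 6 hr at 25C.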
# USP2a block – inhibitors of human ubiquitin-specific protease USP2a. 330,000 compounds, 0.01% hits. USP2 core, Ub-CHOP2 coupled fluorogenic reporter, 485/531. Potency, µM (doses to about 38.3 µM), without a hit: top-dose activity change, negative = inhibition, most hits filed as inhibitors. O75604. AID 463254;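 note: potency is the fitted concentration of half-maximal effect; plate controls were DMSO wells for no effect and full inhibition by NEM control for full effect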
# Target sequence (O75604 whole entry, looked up): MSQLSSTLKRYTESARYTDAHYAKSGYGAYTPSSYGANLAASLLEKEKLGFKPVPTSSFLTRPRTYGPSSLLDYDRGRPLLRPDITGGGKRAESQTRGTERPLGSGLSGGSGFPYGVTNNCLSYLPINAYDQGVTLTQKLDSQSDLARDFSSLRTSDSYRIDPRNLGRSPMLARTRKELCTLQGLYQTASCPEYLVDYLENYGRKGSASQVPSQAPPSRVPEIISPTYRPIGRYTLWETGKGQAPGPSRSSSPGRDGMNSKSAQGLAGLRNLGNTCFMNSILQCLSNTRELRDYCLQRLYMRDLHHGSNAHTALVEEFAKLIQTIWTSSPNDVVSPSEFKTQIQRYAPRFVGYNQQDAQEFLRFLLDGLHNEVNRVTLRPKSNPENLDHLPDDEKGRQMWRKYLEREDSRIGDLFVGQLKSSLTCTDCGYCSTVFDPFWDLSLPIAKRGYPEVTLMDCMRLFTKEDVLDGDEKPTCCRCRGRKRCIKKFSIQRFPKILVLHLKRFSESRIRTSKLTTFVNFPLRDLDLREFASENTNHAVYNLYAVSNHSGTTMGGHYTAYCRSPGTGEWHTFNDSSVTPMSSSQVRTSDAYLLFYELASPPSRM
#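 Cell-free coupled assay: 10nM USP2 core preincubated 30min RT with compound in Tris-HCl pH 8.0/CaCl2/CHAPS buffer, then 25nM Ub-CHOP2 and 25nM reporter substrate; fluorescence (Ex 485/Em 531) read after 60min RT, normalized to NEM inhibition, concentration-response curves fitted.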
# The depositor's hits bear a star; ? = inconclusive; / = no result given; [ ] = another dose, or the depositor's remark. Unless noted, calls come from the whole dose curve; as a rule, active = well fitted curve in the direction sought with a large enough effect; inconclusive = small, poorly fitted or top-dose-only effect, or another doubt; inactive = no such curve, though single readings can be large; an effect the other way counts as inactive or inconclusive.
SMILES,ELG1 DNA repair,Eya2 inh,Mito fusion yeast,KCNH2 WT inh,TCR activator,KCNH2 3.1 block,TRPV1 agonist,TSHR antagonist,A-T KAP1 phos,USP2a block
COCCCN(C(=S)Nc1cc(Cl)cc(Cl)c1)C(C)c1ccncc1 (stereo not drawn),-12%,-1%,?,12,/,5,-3,-1,4%,0%
CCOc1ccc(N(CC(=O)Nc2ccccc2Cl)S(C)(=O)=O)cc1,4%,2%,11%,66,/,?,1,4,8%,3%
CSCC[C@H](NC(=O)CC(C)(C)C)c1nc2ccccc2[nH]1,-7%,9%,-2%,-8,-3%,8,8,4,-3%,0%
COc1ccc(/C=C/C2=NNC(=O)CC2)cc1,?,-5%,2%,-1,1%,-9,0,19,4%,0%
O=C(c1ccccc1)c1cc(F)c(N2CCOCC2)cc1Cl,19%,-14%,-3%,-10,0%,31,?,-6,6%,1%
CCC(Sc1nc2ccsc2c(=O)n1-c1ccc(Cl)c(C)c1)C(=O)NCc1ccco1 (stereo not drawn),?,-3%,22%,5,4%[46.1 µM],-15,-1,-15,-5%,-1%
COc1cccc(-c2csc(NC(=O)Nc3ccccc3)n2)c1,?,-13%,-6%,24,10%,5,?,20,-25%,3%
CC(C)Sc1nnc(-c2c[nH]c3ccccc23)n1C,?,-6%,0%,5,-26%,-2,3,-20,3%,3%
COc1cccc(-n2c(SCC(=O)Nc3cc(C)on3)nc3ccccc3c2=O)c1,-14%,0%,1%,-9,-2%,3,-1,3,6%,0%
COc1ccc(-c2cc(C(=O)Nc3cccc(C(C)=O)c3)no2)cc1,?,3%,1%,-16,3%,1,-2,5,/,4%
O=C(Nc1ccccc1C(=O)OCc1nnc(-c2ccccc2)o1)c1ccco1,-4%,13%,4%,7,1%,-38,1,-5,26%,-2%
COc1ccc(C)cc1S(=O)(=O)n1ccnc1C,16%,2%,1%,3,/,-2,3,-11,-4%,-1%
CCc1ccc(CNC(=O)C(=O)NCC2CCCO2)cc1 (stereo not drawn),8%,0%,4%,-2,0%,-4,0,9,-1%,0%
CCN(C(=O)CSc1nnc(NC2CCCCC2)s1)C1CCS(=O)(=O)C1 (stereo not drawn),-8%,-33%,1%,-5,9%,14,1,23,-4%,0%
CCN(C(=O)COC(=O)Cn1c(C)csc1=O)c1c(N)n(Cc2ccccc2)c(=O)[nH]c1=O,20%,-13%,0%,5,-3%,3,1,-3,1%,-1%
Cc1cc(SCC(=O)N(C)CC(=O)Nc2ccc(F)cc2)nc2ccccc12,?,-7%,14%,0,-3%[46.1 µM],-4,?,6,5%,0%
COCCNC(=O)Cn1cnc([N+](=O)[O-])n1,-3%,0%,-14%,-4,-5%,-5,0,17,4%,-1%
O=C1C=C(NC(=O)Nc2ccc(Cl)c(Cl)c2)CCC1,?,11%,5%,-8,1%,0,0,-3,4%,4%
CCCS(=O)(=O)N1CCN(C(=O)c2cccnc2)CC1,7%,-5%,0%,-5,-7%,-3,2,6,7%,-3%
Clc1ccc(-n2ncc3c(NCCN4CCOCC4)ncnc32)cc1,?,5%,-1%,7,-5%,-4,2,2,-5%,0%
CCOCCCNC(=O)C1CCCN(S(=O)(=O)c2ccc(-n3cnnn3)cc2)C1 (stereo not drawn),-2%,10%,11%,18,-4%,-7,1,-9,0%,2%
O=C(c1ccc2c(c1)OCO2)N1CCCc2ccccc21,?,-3%,3%,-5,-1%,10,7,-3,-12%,4%
O=[N+]([O-])c1cc(C(F)(F)F)ccc1Sc1ccc2ccccc2n1,?,-15%,-8%,-1,-4%,-1,2,0,-6%,1%
Cc1ccc(CNC(=O)CCNS(=O)(=O)c2ccc(C)cc2)cc1,4%,4%,-3%,-16,-8%,-4,-9,0,/,?
CS(=O)(=O)N1CCN(c2ccc([N+](=O)[O-])cc2F)CC1,2%,10%,3%,30,-14%,-10,3,6,-1%,0%

# More records
SMILES,ELG1 DNA repair,Eya2 inh,Mito fusion yeast,KCNH2 WT inh,TCR activator,KCNH2 3.1 block,TRPV1 agonist,TSHR antagonist,A-T KAP1 phos,USP2a block
O=S(=O)(Nc1cccc(Cl)c1)c1ccc2oc(=S)[nH]c2c1,3%,14%,3%,1,1%,13,-1,-6,-4%,10%
Cc1onc(-c2ccccc2)c1-c1nnc(-c2ccccc2C(F)(F)F)o1,?,-2%,8%,-3,4%,7,11,-14,18%,2%
O=C(Cn1c(=O)c2cccn2c2cccnc21)NCCCN1CCN(c2ccc(F)cc2)CC1,1%,-4%,3%,47,-5%,?,0,5,-9%,1%
CC(=O)Nc1ccc(C(=O)OCC(=O)c2ccc(S(=O)(=O)N3CCCCC3)cc2)cc1,4%,-3%,2%,3,-3%,1,-1,6,4%,-5%
O=S(=O)(NCCSc1nnc(-c2ccco2)n1-c1ccccc1)c1ccccc1,-10%,-1%,0%,-2,-1%,/,2,-3,3%,-9%
Cc1cc(NC(=O)COC(=O)C2CCN(S(=O)(=O)c3c(Cl)cccc3Cl)CC2)no1,-3%,-20%,-3%,-7,-1%,7,10,-8,1%,1%
CC(C)OC(=O)C1Cc2ccccc2CN1S(=O)(=O)c1cccs1 (stereo not drawn),-14%,-1%,4%,1,3%,3,4,-9,4%,-1%
COc1ccccc1CCC(=O)N(C)CC(=O)Nc1ccc(F)cc1,-9%,1%,-1%,-6,3%,0,1,-4,4%,-2%
COC(=O)c1sc(SC)c2c1CC(C)(C)C/C2=N/O,?,?,4%,8,-4%,-4,8,-4,-4%,4%
COc1ccc(/C=C/C(=O)NC(=S)N2CCN(c3ccccc3OC)CC2)cc1,?,9%,0%,-6,0%,-6,-7,10,37%,-1%
O=C(CCN1C(=O)C2CC=CCC2C1=O)Nc1nc(-c2ccc(F)c(F)c2)cs1 (stereo not drawn),?,-7%,5%,0,0%,-9,-1,-27,-2%,-2%
COc1ccc(Br)cc1CN1CCCC(C(=O)N2CCCCCC2)C1 (stereo not drawn),-15%,-14%,-1%,45,4%,-28,-1,30,-6%,2%
CCN1C[C@@H]2[C@@H]3C(=O)N(Cc4ccccc4)C(=O)[C@@H]3[C@](C)(C(=O)OC)N2C1=NC,15%,1%,/,5,-8%[46.1 µM],9,/,22,13%,0%
CC(CN1CCCCC1)OC(=O)c1ccccc1F (stereo not drawn),5%,0%,-1%,11,-2%,-1,0,2,2%,5%
N#C/C(=C\C=C\c1ccccc1[N+](=O)[O-])C(=O)NC1CCCCC1,?,-3%,1%,2,-6%,12,7,1,-11%,4%
O=C(O)CC1C(=O)NCCN1Cc1cccs1 (stereo not drawn),-4%,?,1%,10,2%,4,-1,5,-2%,4%
CC(C)Oc1cccc(-c2cc(C(=O)N3CCN(c4ncccn4)CC3)c3ccccc3n2)c1,15µM*,1%,27%,/,/,/,-7,17,/,-11%
COc1ccc(NC(=O)CN2CCN(C(=O)C3CCCO3)CC2)c(OC)c1 (stereo not drawn),-1%,11%,0%,2,-1%,7,-2,12,2%,1%
CCOC(=O)c1cc2c(nc1C)-c1cc(Cl)cc(Cl)c1OC2O (stereo not drawn),?,-17%,1%,/,-8%,-20,9,-5,-3%,2%
CCCN(CCC)CCCNC(=O)c1cc2c(-c3ccc(OC)c(OC)c3)nn(C)c2s1,7%,1%,6%,4,7%,8,4,-6,-3%,3%
Cc1ccc(/C=C/C(=O)OCC(=O)NCCc2ccc(S(N)(=O)=O)cc2)o1,0%,-2%,/,-7,6%[46.1 µM],-4,/,-2,-11%,1%
COc1ccc(CCNC(=O)C2(C)CCC(=O)N2CCC(C)C)cc1OC (stereo not drawn),4%,-19%,0%,-13,3%[46.1 µM],4,1,-18,2%,-1%
Cc1nc2ccc(NC(=O)Cc3cccs3)cc2s1,?,-9%,-11%,1,1%,-8,3,-7,6%,2%
COc1ccc(-c2cc(-c3ccc(Cl)cc3)n[nH]2)c(O)c1,?,-15%,-9%,-1,0%,7,-1,1,13%,-3%
COc1ccccc1NS(=O)(=O)c1cc(NC(=O)c2cccs2)ccc1N1CCCC1,18%,-4%,5%,14,7%[46.1 µM],-9,4,-3,-6%,3%
C=CCn1c(=O)c2c3c(sc2n2c(Nc4ccc(OC)cc4)nnc12)CCCC3,8.2µM*,-31%,28%,-5,-63%,-6,6,10,-9%,1%

# A few values from the list:
# TRPV1 agonist, `COc1ccc(/C=C/C2=NNC(=O)CC2)cc1` = 0
# USP2a block, `COCCNC(=O)Cn1cnc([N+](=O)[O-])n1` = -1%
# KCNH2 3.1 block, `CCN(C(=O)CSc1nnc(NC2CCCCC2)s1)C1CCS(=O)(=O)C1` (stereo not drawn) = 14

# An excerpt, so the mix of outcomes need not match the whole.
